Source: PubChem BioAssay
EWS-Fli inh: EWS/Fli-driven NR0B1 reporter inhibitors, primary screen, A673 cells, NR0B1 luciferase, luminescence, MLPCN library; viability-normalised; inhibition, % at 12.6 µM; 350,000 compounds, 0.67% hits; AID 651661, 2012;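 active means mean inhibition of at least 50% after viability correction, with every replicate also passing that limit; inconclusive means mean reaches 50% but only one of two replicates passes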;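 further: firefly luciferase signal divided by Alamar Blue viability fluorescence both relative to DMSO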
FN deposition inh: inhibitors of fibronectin matrix deposition, primary screen, AH1F cells, Alexa488-fibronectin fluorescence, plate reader | AH1F fibroblasts, overnight | inhibition, % at 12.6 µM | 350,000 compounds, 0.086% hits;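 active means mean inhibition across replicates of 30% or more, regardless of how many single replicates reach that level; inconclusive means mean under 30% yet at least half of replicates reach 30%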;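 further: positive control wells lacked labelled fibronectin entirely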
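Measured by – fluorescence 485/525 nm · System – AH1F fibroblast monolayer, labelled fibronectin deposition · Amount – 10000 cells per well · Buffer or medium – serum-reduced DMEM (2% serum) · Doses – single dose, pinned · Also added – fluorescent fibronectin at 24 nM final · Schedule – 1 h cell attachment, overnight exposure to compound and label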
PAX8 inh HTS: inhibitors of PAX8-driven TPO luciferase reporter, primary screen, RMG-I cells, single concentration | AID 652154, 2013 | SteadyGlo, 24 h | inhibition, % at 12.6 µM | 360,000 compounds, 1.2% hits;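 active means mean replicate inhibition at least 60% with every replicate also reaching 60%; inconclusive means only one of the two criteria is met; inactive means mean below 60% and not all replicates reaching 60%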;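 further: luciferase light reporting Pax8 driven TPO promoter activity; plate controls were median of neutral control wells for no effect and mitoxantrone controls for full effect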
DENV2 CPE rescue: inhibitors of DENV2 cytopathic effect, primary screen, cell-based, plate reader, single concentration; 350,000 compounds, 1.7% hits; CPE inhibition, % at 9.99 µM; DENV2-infected cells, cytopathic effect rescue; in the data active means CPE inhibition above about 20%, passing the limit was not always enough; inconclusive means no clear call, values can overlap the other calls; tested in BHK-21 cells;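 further: 0% = median of neutral control wells and 100% = median of positive control wells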
INS-1E GSIS act: GLuc luminescence reporter in INS-1E cells, primary screen for activators of glucose-dependent secretion of insulin; INS-1E GLuc reporter insulin secretion, 2-3 h; activation, % at 16.6 µM; 370,000 compounds, 0.61% hits; AID 743287, 2014;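 active means lowest replicate activation of at least 40%, so every replicate reaches that level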;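 further: 0% = median of neutral control wells and 100% = median of IBMX positive control wells; some compounds called inactive have numbers as strong as hits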
miR-122 sensor: miR-122 Renilla sensor signal increase in Huh7, primary screen, miR-122 inhibitor project, cell-based, single point, plate reader. Huh7 miR-122 Renilla luciferase sensor, 48 h; neutral wells = 0, positive control = 100. activation (reporter increase), % at 12.5 µM. 340,000 compounds, 0.3% hits;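 active means mean replicate activation score at least 90 and every replicate individually at or above 90; inconclusive means only one of the two criteria met; inactive means neither criterion met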;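 further: higher luciferase means less miR-122 activity so hits act as miR-122 inhibitors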
F508del corr: F508del CFTR correction, initial screen, CFBE line, single point. AID 720511, 2013. activity (quench increase), % at 7.58 µM. 350,000 compounds, 0.36% hits. CFBE cells, YFP halide quenching; stimulated with forskolin plus potentiator P3; % fluorescence drop versus neutral controls;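 active means mean added fluorescence quench of at least 8% versus neutral control, with both replicates also reaching 8%; inconclusive means only one of the mean or replicate conditions met; inactive means mean below 8% and not both replicates reaching 8%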;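 further: cells transiently co-express mutant CFTR-F508del with the halide-sensitive YFP; corrector assay measuring rescue of mutant channel to the surface after 24 h compound exposure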
Starred values were filed as active, the others as inactive; u = inconclusive; x = no result given; [ ] = dose if it differs, or a comment.

SMILES	EWS-Fli inh	FN deposition inh	PAX8 inh HTS	DENV2 CPE rescue	INS-1E GSIS act	miR-122 sensor	F508del corr
O=C1NCCNC1(c1c[nH]c2ccccc12)C(F)(F)F (stereo not given)	5	-6	2	6	-1	0	4.7
O=C(NCC(c1ccc(F)cc1)N1CCOCC1)c1cccnc1Sc1ccccc1 (stereo not given)	15	4	2	7	9	2	4.6
S=c1nc(-c2cccc(Br)c2)[nH][nH]1	-39	x	x	-7	-1	x	0.2
COc1cc(C(=O)Nc2c(C(=O)N3CCOCC3)oc3ccccc23)cc(OC)c1OC	1	0	-11	-10	0	-3	1.8
C[C@H](O)C#Cc1cnc2c(c1)C(=O)N([C@H](C)CO)C[C@@H](C)[C@H](CN(C)C(=O)CC1CC1)O2	2	-4	x	0	15	-7[16.7 µM]	-1.4
COCCN(CC(=O)Nc1cccc(C)c1C)C(=O)Cc1ccsc1	-1	-1	11	-9	-5	-7	-0.9
Cc1nc(NC(=O)CCN2C(=O)C3CC=CCC3C2=O)sc1C (stereo not given)	-12	6	x	0	10	0	-2.0
CCOC(=O)C1(Cc2ccc(OC)cc2)CCN(C(=O)Cc2cccnc2)CC1	-12	14	-25	11	-4	x	-4.5
CCOC(=O)CC(=O)CSc1nc(-c2ccccc2)cc(-c2ccc(Cl)cc2)c1C#N	x	-3	x	x	-11	5	x
O=C(C[C@@H]1CC[C@H](NC(=O)NC2CCCCC2)[C@H](CO)O1)NCc1ccccc1	-2	-2	1	6	-6	x	1.6
Cc1cc(C(F)(F)F)nc(SCC(=O)Nc2c(C)n(C)n(-c3ccccc3)c2=O)n1	-10	-1	-2	2	0	-8	2.1
Cc1ccc(NC(=O)c2cc3ccccc3oc2=N)cc1	69*	3	-5	-7	5	x	2.0
COc1cc(NC(=O)CCC(=O)N2CCN(S(=O)(=O)c3ccc(C)cc3)CC2)cc(OC)c1	-4	-1	1	4	-5	-5	-1.1
CCc1cccc(NC(=O)CCCn2nc(C)c3c(C)n(-c4ccccc4)nc3c2=O)c1	7	-9	25	-1	6	-6	1.0
COc1cc2sc3cc(NCCCN4CCOCC4)ccc3c(=O)c2cc1OC	-46	-4	-129	2	12	x	4.7
CC(C)NC(=O)N1C[C@H]2[C@@H](c3ccccc31)[C@H](CO)N2C(=O)c1ccncc1	6	x	7	13	-2	12[16.7 µM]	-4.2
Cc1snc(SCc2ccc(F)cc2)c1C#N	-8	5	-8	-1	-2	x	-3.9
COc1ccc(CN(C)C[C@@H]2Oc3ccc(NC(=O)C4CC4)cc3CC(=O)N([C@H](C)CO)C[C@@H]2C)cc1	8	x	3	9	10	5[16.7 µM]	-1.4
O=C(COC(=O)c1ccc(Br)o1)NCCNC(=O)COC(=O)c1ccc(Br)o1	5	-8	-14	-3	19	-3	-4.5
COc1cc(SC)ccc1C(=O)NCc1ccc(C)cc1	x	-1	x	x	-22	9	x
C[C@@H]1CN([C@H](C)CO)C(=O)c2cc(-c3ccncc3)cnc2O[C@@H]1CN(C)C(=O)c1ccc(F)cc1	-5	-18	x	0	-14	1[16.7 µM]	3.0
Cc1ccc(NC(=O)CSCC(=O)N(C)Cc2c(F)cccc2Cl)cc1	2	-7	9	-2	-13	0	2.7
CC1CCc2c(sc3ncnc(SCC(=O)N(C)C4CCS(=O)(=O)C4)c23)C1 (stereo not given)	1	2	-1	u	-4	x	3.7
CCCCN1C(=O)/C(=C2\SC(N3CCCCC3)=NC2=O)c2ccccc21	x	-12	-250	x	x	6	x
O=C(O)C1CC=CCC1C(=O)NCCCCc1ccccc1 (stereo not given)	5	3	-2	6	-6	x	-1.3
CCn1c(SCC(=O)Nc2ccc(C)cc2)nc2nc3c(cc2c1=O)CCCC3	-4	1	-3	x	x	-7	1.4
COc1ccccc1OCC(=O)NC1CCSc2ccccc21 (stereo not given)	-23	22	-9	-4	20	2	1.4
COc1ccc(-c2cnc3c(c2)C(=O)N([C@@H](C)CO)C[C@H](C)[C@@H](CN(C)Cc2cccnc2)O3)cc1	-6	-7	x	-7	0	1[16.7 µM]	0.8
CC(C)(C)c1cc(C(=O)NCc2cccnc2)ccn1	x	-9	-2	x	x	-16	x
C[C@H](CO)N1C[C@H](C)[C@H](CN(C)C(=O)Nc2cccc3ccccc23)Oc2ncc(-c3ccccc3)cc2C1=O	-9	x	-1	3	-36	1[16.7 µM]	0.9

Next section, overlapping the part above by three compounds.
SMILES	EWS-Fli inh	FN deposition inh	PAX8 inh HTS	DENV2 CPE rescue	INS-1E GSIS act	miR-122 sensor	F508del corr
COc1ccc(-c2cnc3c(c2)C(=O)N([C@@H](C)CO)C[C@H](C)[C@@H](CN(C)Cc2cccnc2)O3)cc1	-6	-7	x	-7	0	1[16.7 µM]	0.8
CC(C)(C)c1cc(C(=O)NCc2cccnc2)ccn1	x	-9	-2	x	x	-16	x
C[C@H](CO)N1C[C@H](C)[C@H](CN(C)C(=O)Nc2cccc3ccccc23)Oc2ncc(-c3ccccc3)cc2C1=O	-9	x	-1	3	-36	1[16.7 µM]	0.9
CCC(=O)N1C[C@H](O)COC[C@@H]2O[C@@H](CC(=O)N3CCCCC3)CC[C@H]21	-4	-3	10	-2	9	1[16.7 µM]	-0.2
CCc1cc(=O)oc2cc(OCC(=O)N3CCC(C(N)=O)CC3)ccc12	2	x	x	-9	8	1	2.5
COC(=O)C1=C(C)N(Cc2ccc(Br)cc2)C(=S)NC1c1cccc(OC)c1 (stereo not given)	-5	9	10	7	-38	x	0.3
CN(C)c1ccc(N2C(=O)CC(c3ccccc3)CC2=O)cc1	-11	-4	-15	4	5	-2	-0.5
CC1=NN(Cc2cc(C(C)(C)C)c(O)c(C(C)(C)C)c2)C(=O)C1	-18	2	45	3	-2	-10	-0.8
COc1ccc(C(=O)Nc2ccnn2C2CCN(Cc3cccnc3)CC2)cc1	x	3	12	-4	2	4	0.0
CC1(C(=O)NS(=O)(=O)C2CC2)CCCN(C(=O)c2ccco2)C1 (stereo not given)	-3	5	x	3	1	-6	-1.6
CCOC(=O)CCC(=O)Nc1ccc(S(=O)(=O)Nc2cc(OC)nc(OC)n2)cc1	7	3	-8	-4	x	-1	-1.4
CCCCNC(=O)C1(C)CCN1C(=O)c1ccc2ccccc2n1 (stereo not given)	8	4	16	0	x	1	0.6
Cc1ccc(Nc2nc(=O)c3cc([N+](=O)[O-])ccc3s2)cc1	-17	-2	-21	11	-4	x	-1.8
CO[C@H]1CN(C)C(=O)c2cc(NC(=O)c3cnccn3)ccc2OC[C@@H](C)N(C)C[C@@H]1C	1	x	x	1	3	5[16.7 µM]	-3.5
O=C(NNc1c2ccccc2nc2ccccc12)c1cccc(O)c1	x	-6	-20	x	-36	x	x
C[C@@H]1CN([C@H](C)CO)C(=O)c2cccc(NS(=O)(=O)c3ccc(Cl)cc3)c2O[C@H]1CN(C)S(=O)(=O)c1ccccc1	-5	x	1	4	-4	5[16.7 µM]	5.5
COc1ccc(S(=O)(=O)Nc2ccc3c(c2)C(=O)N([C@H](C)CO)C[C@H](C)[C@H](CN(C)C(=O)CCCN(C)C)OCCCC[C@@H](C)O3)cc1	-2	x	-32	0	41	1[16.7 µM]	0.0
CC[C@H](C)/C=C(C)/C=C/C1=CC2=CC(=O)[C@]3(C)OC(=O)[C@@H](C(C)=O)[C@@H]3C2=CO1	11	x	x	-15	9	-1	0.3
O=C(Nc1ccc(C(=O)N2CCCCC2)cc1)c1cccs1	-32	3	-33	-4	-25	-4	0.0
CN(C)S(=O)(=O)c1ccc(C(=O)NCC2(N3CCOCC3)CCCCC2)cc1	-4	-5	19	2	x	x	-2.7
Cc1cccc(NC(=O)CCN2CCC(C(N)=O)CC2)c1	12	8	-22	-5	x	-2	x
CCOc1ccc(S(=O)(=O)NCc2cccnc2)cc1	-4	0	-1	9	-4	9	-0.7
CC(C)(CCO)Nc1ncnc2onc(-c3ccc(F)cc3)c12	3	5	21	6	6	1	-0.6
COc1ccc(Cc2nnc(NC(=O)CSc3ccccc3)s2)cc1OC	x	6	12	x	20	6	x
C[C@@H]1CN([C@@H](C)CO)C(=O)c2cc(NC(=O)C3CCCCC3)ccc2O[C@H]1CN(C)C(=O)Nc1ccc(F)cc1	-2	x	2	2	13	2[16.7 µM]	-1.0
C=CCSc1nnc(CCc2ccccc2)n1N	-4	6	-3	-1	5	-3	0.8
COc1ccc(NC(=O)Nc2ccc3c(c2)C(=O)N([C@H](C)CO)C[C@@H](C)[C@H](CN(C)CC2CC2)OCCCC[C@@H](C)O3)cc1	x	4	-1	2	-10	2[16.7 µM]	2.7
CC(C)NC(=O)COc1coc(CN2CCN(c3cccc(Cl)c3)CC2)cc1=O	x	-11	-4	-3	6	-7	1.3
Cc1noc(C)c1NC(=O)Nc1cccc2c1O[C@@H](CN(C)S(C)(=O)=O)[C@@H](C)CN([C@H](C)CO)C2=O	-5	x	x	5	6	-3[16.7 µM]	0.2
COc1ccc(Br)cc1/C=C/C(=O)Nc1c(C)cccc1C	x	7	x	x	-13	1	x
C[C@@H]1CN([C@H](C)CO)S(=O)(=O)c2ccc(C#Cc3ccncc3)cc2O[C@H]1CN(C)C(=O)Nc1ccc2c(c1)OCO2	19	6	91*	3	-4	7[16.7 µM]	-0.5
COc1ccc(NC(=O)C2CCCN(c3ncnc4onc(-c5ccc(F)cc5)c34)C2)cc1 (stereo not given)	x	14	23	-4	-1	7	-1.2
CNC(=O)C[C@@H]1CC[C@H]2[C@@H](COC[C@H](O)CN2Cc2ccncc2)O1	-8	-2	0	19	2	1[16.7 µM]	-3.2
Cc1ccc(S(=O)(=O)N(C)C[C@@H]2Oc3ncc(Br)cc3C(=O)N([C@@H](C)CO)C[C@@H]2C)cc1	-7	x	8	1	-4	3[16.7 µM]	3.3
CC(Nc1ccc2c(c1)OCCO2)C(=O)Nc1ccc2c(c1)OCO2 (stereo not given)	7	-12	-3	-1	-6	2	-3.9
C[C@@H]1CN([C@H](C)CO)C(=O)c2cccc(NS(=O)(=O)c3cn(C)cn3)c2O[C@H]1CN(C)Cc1ccc(Oc2ccccc2)cc1	-2	-1	x	9	2	-2[16.7 µM]	-3.0
CC(C)(C)NCC(O)COc1cccc2c1CCC(=O)N2 (stereo not given)	-3	0	7	u	5	1	2.8
COc1ccc(C2=NOC(C(=O)Nc3ccc4c(c3)OCO4)C2)cc1 (stereo not given)	-63	-1	-20	-1	-6	13	1.1
CN(C(=O)COC(=O)/C=C/c1ccc2ccccc2n1)c1c(N)n(Cc2ccccc2)c(=O)[nH]c1=O	14	0	86*	-9	-3	-5	-5.4
O=C(NCCc1ccc(Cl)cc1)c1cc(-c2ccncc2)nc2ccccc12	19	18	39	-5	-6	18	1.4
O=C(O)[C@H]1[C@H](CO)[C@H]2Cn3c(ccc(-c4cncnc4)c3=O)[C@H]2N1C(=O)C1CCCCC1	1	-3	-6	7	9	x	x
CN(C)CCN1CC(O)=C(c2nc3ccccc3s2)C1=N	-12	7	0	-1	3	-3	-1.5
C[C@H]1CN([C@@H](C)CO)C(=O)c2cc(C#Cc3ccncc3)cnc2O[C@H]1CN(C)CC1CCCC1	-16	-12	-10	-3	26	x	-0.1
CCOc1ccc(NC(=S)NCCCN2CCN(C3CCCCC3)CC2)cc1	11	7	37	-5	0	-3	1.4
CO[C@H]1CN(C)C(=O)c2ccc(NC(=O)C3CCCC3)cc2OC[C@@H](C)N(C)C[C@H]1C	-8	0	3	-4	-2	3[16.7 µM]	0.8
